INS promoter inh: TRM-6 insulin promoter activity inhibition. AID 1273. inhibition, % at 2 µM. actives 0.9% (n = 130,000). TRM-6 cells (human fetal islet line), insulin promoter-eGFP reporter, imaging; reporter expression induced with tamoxifen;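 active = inhibition above the mean plus 3 SD, with well images judged a real hit on visual review, cut at about 60% in these data, passing the limit was not always enough; inconclusive = inhibition over the cutoff but images rejected on review; inactive = inhibition not above the cutoff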
SDO1 yeast rescue: compounds rescuing growth of sdo1-depleted yeast, bone marrow failure model. S. cerevisiae sdo1-depleted JHY4D growth rescue, OD600 30 h; stronger effect = higher value; pdr5 snq2 efflux-pump mutant strain. z-score at 10 µM. actives 0.21% (n = 140,000);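 active = z-score above 3 at both the 24 hr and the 30 hr optical density reads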;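 also: z-score against mean and SD of all compound wells on the same plate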
SDO1 yeast rescue Rescue 24 h: further read-out of SDO1 yeast rescue, marked with its call; z-score; S. cerevisiae sdo1-depleted JHY4D growth rescue, OD600; measured here: growth rescue at 24 h;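 0 is the plate mean of compound wells and units are plate SD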
* marks the source's active call; other numbers are inactive results; ? = inconclusive; · = not tested or not shown; & = joins results of further samples. An excerpt; the hit share may differ from the screen's.

INS promoter inh,SDO1 yeast rescue,SDO1 yeast rescue Rescue 24 h,smiles
-47,-1.2,-0.52,CCc1nnc(NC(=O)c2ccc(Cl)c(S(=O)(=O)N3CCc4ccccc4C3)c2)s1
-48,0.17,0.16,COC(=O)NNC(=O)CCCOc1ccc(Cl)cc1Cl
10,-1.4,-0.73,O=C(c1ccco1)N(Cc1ccc([N+](=O)[O-])cc1)c1ccc(Br)cc1
0,·,·,COc1cc2[nH]c(=S)n(Cc3ccc(F)cc3)c(=O)c2cc1OC
-24,0.23,0.49,COc1ccc(CCNC(=O)COC(=O)c2ccc[nH]c2=O)cc1
12,·,·,N#C/C(=C\c1cn[nH]c1-c1ccccc1Br)C(=O)O
-32,-1,-1.1,C=CCN1C(=O)/C(=C2\SC(N3CCOCC3)=NC2=O)c2cc(Br)ccc21
3,0.54,0.06,CC(C)(C)Cc1nnc(NS(=O)(=O)c2ccc(F)cc2)s1

Reformatted: 3 of the compounds above.
O=C(c1ccco1)N(Cc1ccc([N+](=O)[O-])cc1)c1ccc(Br)cc1
- INS promoter inh: 10
- SDO1 yeast rescue: -1.4
- SDO1 yeast rescue Rescue 24 h: -0.73
COc1cc2[nH]c(=S)n(Cc3ccc(F)cc3)c(=O)c2cc1OC
- INS promoter inh: 0
- SDO1 yeast rescue: ·
- SDO1 yeast rescue Rescue 24 h: ·
COc1ccc(CCNC(=O)COC(=O)c2ccc[nH]c2=O)cc1
- INS promoter inh: -24
- SDO1 yeast rescue: 0.23
- SDO1 yeast rescue Rescue 24 h: 0.49

Further entries
INS promoter inh,SDO1 yeast rescue,SDO1 yeast rescue Rescue 24 h,smiles
29,0.57,-0.02,Cc1cc(C)n2nc(-c3cccnc3)nc2n1
·,-1.3,-1.1,CC(NC(=O)NC1CCCCC1)C(c1cccs1)N1CCN(c2ccccc2)CC1 (configuration not stated)
-79,·,·,COc1cccc(N/C=C/c2onc(C)c2[N+](=O)[O-])c1
-16,1.7,2.1,O=C(CSCc1ccccc1Cl)NN=C1CCCCCC1
9,-0.3,-1.1,O=C(CCCn1c(=O)[nH]c2ccsc2c1=O)N1CCCCC1
47,0.22,-0.29,COc1ccc(Nc2nc(CC(C)=O)ns2)cc1
-15,·,·,CCOC(=O)C1(Cc2ccccc2)CCCN(Cc2ccc(OCC)c(CO)c2)C1 (configuration not stated)
-17,-1.3,-0.25,Cc1ccc(CNC(=O)CSc2nc(N3CCCCC3)nc(N3CCCCC3)n2)cc1
6,1.2,1.4,CN(Cc1ccccc1)c1nc2c(c(=O)[nH]c(=O)n2C)n1CCSc1nc2ccccc2[nH]1
-21,-0.3,-0.57,Cc1c(NC(=O)C2(c3ccc(Cl)cc3)CCCC2)c(=O)n(-c2ccccc2)n1C
·,-2.8,-2.1,N#Cc1nc(COc2cccc(Cl)c2)oc1N1CCCC1
·,1.2,1.1,COc1cccc(CNC(=O)Cn2c(=O)oc3ccccc32)c1OC
-33,-0.58,-0.81,CCc1ccc(C(=O)COc2ccc(NC(C)=O)cc2)cc1
0,-0.26,-0.6,CC(=O)Nc1ccc(C(=O)CSc2nnc(-c3ccc(O)cc3)n2CC2CCCO2)cc1 (configuration not stated)
-3,-0.18,-0.03,COc1ccc(CNc2nc3c(c(=O)[nH]c(=O)n3C)n2CCCc2ccccc2)cc1
50,·,·,CC(C)Cc1nnc(NC(=O)Nc2ccccc2)s1
·,0.88,1.3,CCOC(=O)Cn1c(=O)oc2cc(S(=O)(=O)NC3CCCc4ccccc43)ccc21 (configuration not stated)
3,1.6,1.7,CC(=O)Nc1cccc(-c2cnc3ccccc3n2)c1
50,-0.66,1.7,COc1ccc2nc(N=Nc3c(O)ccc4ccccc34)sc2c1
·,2.1,3,c1ccc(Nc2c3c(nc4ncnn24)CCC3)cc1
30,0.07,-0.57,Cc1c(Cl)cccc1Nc1nc(N)nc(CN2CCCCCC2)n1
·,-2.3,-0.73,C=CCc1cccc(CNc2nc3ccccc3n2C(C)C)c1O
64,0.32,0.2,O=C(O)Cn1nnnc1SCC(=O)Nc1ccc(OC(F)(F)F)cc1
43,1.1,-0.7,CCN(CC)Cc1cc(NC2=NS(=O)(=O)c3ccccc32)ccc1OC(=O)c1ccccc1
·,1.6,2,Cc1cc2nnc(SCC(=O)Nc3cccc(S(=O)(=O)N4CCOCC4)c3)n2c2ccccc12
-347,·,·,CCN(CC)c1ccc(/C=C2\C(=O)N(c3ccc([N+](=O)[O-])cc3)N=C2N2CCOCC2)cc1
46,1.8,1.9,CC(=O)N1CCc2cc(Br)cc(S(=O)(=O)NCCCN3CCC(C)CC3)c21
-30,1.6,1.1,CCCC(=O)Nc1c2c(nn1-c1ccc(OC)cc1)CS(=O)(=O)C2
49,·,·,CC(=O)Nc1ccc(Sc2ccccc2C(=O)O)cc1
·,-1.8,-1.8,O=c1c2ccccc2nc(SCc2nc3ccccc3s2)n1CCCO
·,-1.2,-1.2,O=S1(=O)Nc2c(ccc3cccnc23)-c2ccccc21
3,0.13,-0.84,C(=N\Nc1nc2ccccc2[nH]1)/c1cccs1
·,-0.07,-0.11,CCOC(=O)C1CCCN(C/C=C/c2ccccc2[N+](=O)[O-])C1 (configuration not stated)
50,-0.19,-0.33,Cc1cccc(C)c1OCC(O)CN (configuration not stated)
0,·,·,CCOC(=O)c1c(C)n(CC(O)CN(CC)CC)c2cc(Br)c(OC)cc12 (configuration not stated)
-8,0.42,0.11,COC(=O)Cc1c(C)c2ccc(OC(=O)c3ccccc3)cc2oc1=O
·,-1.1,-1.1,CCOC(=O)C1CCCN(C(=O)c2ccc(CS(=O)(=O)c3ccc(C)cc3)o2)C1 (configuration not stated)
52,0.32,-0.01,O=C(CN1CCN(c2ccc(F)cc2)CC1)c1ccc2c(c1)OCO2
-18,-0.57,-0.15,Cc1cccc(NC(=O)Cn2cnc3sc(C)c(S(=O)(=O)N4CCC(C)CC4)c3c2=O)n1
0,·,·,CC1CCc2c(nc3ncnn3c2NCCN(C)C)C1 (configuration not stated)
28,-0.14,-0.44,O=C1C2C(C(=O)N1Cc1cccnc1)C1C=CC2C12CC2 (configuration not stated)
41,0.12,-0.1,Cc1cccc(NC(=O)CN2C(=O)NC(Cc3ccccc3)C2=O)c1 (configuration not stated)
-331,·,·,CC1=NN(c2ccc(C)c(C)c2)C(=O)/C1=C\C=C\c1ccc([N+](=O)[O-])o1
29,-1.3,0.67,O=C1c2ccsc2SCCN1Cc1ccccc1Cl
20,0.5,1.1,CCN(CC)CC(=O)Nc1c(Br)ccc2c1OCO2
-14,·,·,Nc1cccc2c1C(=O)N(Cc1cccc(Cl)c1)C2=O
0,-0.57,0.55,CCOC(=O)c1sc(NC(=O)c2ccco2)c(C#N)c1C
-22,·,·,Cc1cc(C(=O)OCC(=O)Nc2cccc(S(=O)(=O)N(C)C)c2)c2ccccc2n1
-61,0.37,-0.42,CCOC(=O)/C=C/C(=O)N1CCc2ccccc21
38,0.58,0.21,Cc1ccc2c(c1)N(CC(=O)NCc1ccco1)C(=O)CO2
·,-0.66,-0.39,C=CCOC(=O)C1=C(C)NC(SCC(=O)OCC)=C(C#N)C1c1ccc(O)c(OC)c1 (configuration not stated)
-12,-0.46,-0.67,COc1ccc(C(O)P(=O)(O)CCc2ccccc2)cc1 (configuration not stated)
·,0.77,1.2,CCOC(=O)CSc1nc2ccc(C)cc2cc1C#N
·,-0.95,-0.42,COc1ccccc1-n1c(=S)sc2c(=O)n(Cc3ccco3)c(SC)nc21
?,0.14,-0.07,O=C(NS(=O)(=O)c1ccccc1)c1ccccc1
-294,-0.15,-0.12,COc1ccc(C(=O)COc2cccc(NC(=O)c3ccco3)c2)cc1

(cont.)
INS promoter inh,SDO1 yeast rescue,SDO1 yeast rescue Rescue 24 h,smiles
-46,0.86,0.89,Cc1cc(C)c(C(=O)COC(=O)Cn2cnnn2)cc1C
-6,0.23,0.18,CC(=O)Nc1cc(NC(C)=O)c2nc(N)sc2c1
23,-1.6,-0.87,O=C(CNCC1CCCCC1)Nc1ccccc1N1CCCCC1
·,1.6,1.6,COC(=O)CCc1n[nH]c(=O)[nH]c1=O
0,0.23,-0.31,CCOc1ccc(CN2CCCN(C)CC2)cc1
24,·,·,Cc1csc(SC(C)C(=O)NCc2ccc3c(c2)OCO3)n1 (configuration not stated)
·,-0.34,-0.35,O=C(CCl)Nc1cccc(S(=O)(=O)N2CCCCCC2)c1
·,1.4,1.6,CC(C(=O)Nc1ccccc1C(=O)N1CCCC1)n1nnc2ccccc21 (configuration not stated)

Quoted from the entries so far, three compounds:
INS promoter inh,SDO1 yeast rescue,SDO1 yeast rescue Rescue 24 h,smiles
-46,0.86,0.89,Cc1cc(C)c(C(=O)COC(=O)Cn2cnnn2)cc1C
-6,0.23,0.18,CC(=O)Nc1cc(NC(C)=O)c2nc(N)sc2c1
23,-1.6,-0.87,O=C(CNCC1CCCCC1)Nc1ccccc1N1CCCCC1

Additional compounds
INS promoter inh,SDO1 yeast rescue,SDO1 yeast rescue Rescue 24 h,smiles
·,-1.3,-0.59,COc1cccc(Cn2c(Oc3ccccc3)nc3c2c(=O)n(C)c(=O)n3C)c1
9,0.93,1.5,COc1ccc(NC(=O)COC(=O)Cn2c(C)nc3ccccc32)cc1OC
·,-1.5,-0.69,O=C(NC(=S)N1CCN(c2ccc(C(F)(F)F)cc2[N+](=O)[O-])CC1)c1cccs1
9,·,·,CCN(CC)S(=O)(=O)c1ccc(Cl)c(NC(C)=O)c1
-26,·,·,COC(=O)C1C(=O)/C(=C/N(C)C)C(=O)CC1(C)C (configuration not stated)
-6,-0.26,-0.45,CCc1ccc2nc(NC(=O)c3cc(C)on3)sc2c1
-3,0.2,0.11,Cc1ccc(-c2nnc(SCC(=O)NC3CCCc4ccccc43)n2N)cc1 (configuration not stated)
8,-0.18,0.49,CCCNC(=O)COC(=O)c1cc(SC)ccc1Cl
0,·,·,COCCCN1CC23C=CC(O2)C(C(=O)OC)C3C1=O (configuration not stated)
-20,0.8,0.64,CCCOc1ccc(N2C(=O)CC(N(O)c3ccccc3)C2=O)cc1 (configuration not stated)
-37,0.08,-0.01,CCN(CC)c1ccc(/C=C2/C(=O)N(c3ccc([N+](=O)[O-])cc3)N=C2N2CCOCC2)cc1
-55,·,·,CCOc1ccc(NC(=O)COn2nnc3ccc(S(=O)(=O)N4CCOCC4)cc32)cc1
29,·,·,CCCn1c(SCC(=O)NCc2ccc(C)cc2)n[nH]c1=O
·,1.5,1.5,C=CCNC(=S)N1CCN(c2ncc3c(=O)c(C(=O)O)cn(CC)c3n2)CC1
57,-1.2,-2,COc1cccc(-n2nnc3c(=O)n(Cc4ccc(F)cc4)cnc32)c1
·,-0.08&-0.8,0.22&-0.52,Cc1nn(Cc2ccccc2Cl)c(C)c1NC(=O)CCCn1nc(C)c([N+](=O)[O-])c1C
-8,0.93,1.1,COC(=O)CCC(=O)NNC(=O)c1cccc(Br)c1
-32,0.32,-0.46,COc1cccc(C(=O)NNC(=O)C2CC(C)=C(C)CC2C(=O)O)c1 (configuration not stated)
·,0.79,0.53,COC(=O)C1(CCSC)NC(c2ccccc2OC)C2C(=O)N(C)C(=O)C21 (configuration not stated)
7,·,·,CCOc1cccc2sc(N(CCCN(C)C)C(=O)c3ccc(S(=O)(=O)N(C)c4ccccc4)cc3)nc12
·,0.76,0.51,CCOC(=O)CNC(=O)c1ccc2c(c1)OCCO2
-30,·,·,Cc1c2c(n3c(nc4ccccc43)c1C#N)N(CCN1CCOCC1)CC2
·,-2,-1.3,Cc1cccc(-n2ncc3c(N4CC(C)CC(C)C4)ncnc32)c1 (configuration not stated)
54,1.6,0.66,CCc1ccc(CCC(=O)Nc2ccc(C)cc2C)o1
-19,-0.52,0.06,CCN1c2ccccc2-c2nc3ccccc3n2C1c1cccnc1 (configuration not stated)
-92,·,·,CC(/C=C/c1ccc(Cl)o1)=C\C(=O)O
-25,1.1,0.48,N#Cc1cc(-c2cccc(Cl)c2)c[nH]c1=O
-114,·,·,CCOc1cc(CNCCCN2CCOCC2)cc(Br)c1OCc1ccccc1Cl
14,0.39,-0.2,[O-]/C(=C(\C(=S)NCc1ccco1)[n+]1ccccc1)c1ccccc1Br
·,-0.12,-0.15,COc1ccc(C(=O)C(OC(=O)c2ccccc2Cl)c2ccccc2)cc1 (configuration not stated)
14,1.9,2,O=C1CC(Nc2ccc(N3CCOCC3)cc2)C(=O)N1c1ccccc1 (configuration not stated)
-16,2,1.1,CCN(CC)S(=O)(=O)c1ccc(-n2cnnn2)c(C)c1
29,1.6,1.2,O=C(O)c1ccccc1C(=O)N(Cc1ccccc1)Cc1ccccc1
60,0.54,0.35,Cc1nc2ccccn2c1C(=O)Nc1ccc2c(c1)OCCO2
-44,0.5,-0.32,CCC(=O)Nc1nc(OC)cc(OC)n1
50,·,·,CCN(CC)c1ccc(C(=O)NN)cc1
-43,-2,-1.2,CC(C)(C)c1ccc(Oc2ccc(N)cc2)cc1
·,0.63,0.2,COc1ccc(-n2c3c(cc(C(=O)N4CCC(C)CC4)c2=O)C(=O)CC(C)(C)C3)cc1
-17,-0.28,-0.61,COc1ccc(NC(=S)Nc2cccc(S(=O)(=O)N3CCCCC3)c2)cc1
21,-0.1,-0.36,N#CC1=C(N)Oc2n[nH]c(-c3cccs3)c2C1C1C=CCCC1 (configuration not stated)

An excerpt from above in order of the SDO1 yeast rescue Rescue 24 h value, low to high.
INS promoter inh,SDO1 yeast rescue,SDO1 yeast rescue Rescue 24 h,smiles
-17,-0.28,-0.61,COc1ccc(NC(=S)Nc2cccc(S(=O)(=O)N3CCCCC3)c2)cc1
·,0.63,0.2,COc1ccc(-n2c3c(cc(C(=O)N4CCC(C)CC4)c2=O)C(=O)CC(C)(C)C3)cc1
60,0.54,0.35,Cc1nc2ccccn2c1C(=O)Nc1ccc2c(c1)OCCO2
29,1.6,1.2,O=C(O)c1ccccc1C(=O)N(Cc1ccccc1)Cc1ccccc1

High-throughput results (PubChem)
